Source: PubChem BioAssay
ROMK primary: modulates human ROMK potassium channel activity | Tet-inducible ROMK, thallium flux fluorescence; actives lie on both sides | actives 2% (n = 130,000) | P48048 | AID 1918 | B-score at 10 µM;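 active means signal ratio slope over the read window, or its plate-corrected B-score, at least 3 SD from the plate mean, either direction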;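 further: B-score of the F/F0 ratio slope over 7 to 12 s after thallium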
STAT3 blocker: inhibitors of IL-6 induced STAT3 signaling; U3A cells, IL-6 STAT3-luciferase reporter, luminescence; host cell line lacks STAT1; inhibition, % at 5.5 µM; actives 0.89% (n = 190,000);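 active means inhibition above the mean inhibition across all screened compounds plus 3 SD, cut at about 44% in these data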;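 further: 0% = DMSO only wells and 100% = 100 µM nifuroxazide control wells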
RAM inhibit: inhibitors of the yeast RAM network; S. cerevisiae dse1pr::URA3 reporter, 5-FOA growth OD615, 2 d; analog-sensitive cbk1-as2 kinase mutant strain; inhibition, % at 50 µM; actives 1.8% (n = 190,000);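 active means inhibition above a set limit, 3 SD over mean compound inhibition, cut at about 8.4% in these data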;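 further: 0% = DMSO-only wells with no growth and 100% = 10 µM 1-NA-PP1 full growth; inhibition rescues growth on 5-FOA so higher OD means more RAM inhibition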
PPARg SRC-2 ag: PPARgamma-driven SRC-2 recruitment agonism; actives 0.34% (n = 200,000); AID 1032; PPARgamma LBD-SRC-2 recruitment, biochemical; P37231; activation, % at 8 µM; in the data active means activation above about 22%;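 further: 0% = vehicle and 100% = reference agonist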
Target sequence (P37231 whole entry, looked up, the tested form may be a part): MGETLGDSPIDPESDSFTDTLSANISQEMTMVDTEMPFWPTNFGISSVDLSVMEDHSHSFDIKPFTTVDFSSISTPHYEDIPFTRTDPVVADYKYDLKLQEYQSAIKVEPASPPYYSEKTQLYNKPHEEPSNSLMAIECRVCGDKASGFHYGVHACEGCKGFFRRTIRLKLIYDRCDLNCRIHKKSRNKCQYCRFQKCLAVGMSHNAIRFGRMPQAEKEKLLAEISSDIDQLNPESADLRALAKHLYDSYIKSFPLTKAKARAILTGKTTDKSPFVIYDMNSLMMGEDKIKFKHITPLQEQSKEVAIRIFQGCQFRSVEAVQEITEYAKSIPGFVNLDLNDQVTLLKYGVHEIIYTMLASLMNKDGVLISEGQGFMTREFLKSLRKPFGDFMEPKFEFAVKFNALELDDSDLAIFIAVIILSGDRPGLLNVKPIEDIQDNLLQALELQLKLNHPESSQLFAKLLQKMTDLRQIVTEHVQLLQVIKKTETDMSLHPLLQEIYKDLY
TLR4 MyD88 comp: inhibitors of human TLR4-MyD88 binding. HeLa CL3-4 TLR4/MyD88 BLA complementation, FRET ratio. inhibition, % at 8.4 µM. actives 0.18% (n = 200,000); in the data active means inhibition above about 25%;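 further: 0% = vehicle and 100% = reference inhibitor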
PPARg SRC1 recr: PPARgamma-driven SRC-1 recruitment agonism. actives 0.41% (n = 200,000). PPARgamma-SRC-1 coactivator recruitment biochemical assay. activation, % at 8 µM; in the data active means activation above about 19%;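 further: 0% = DMSO and 100% = reference agonist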
STAT1 inh: STAT1 signaling inhibition; inhibition, % at 5.5 µM; NIH 3T3 STAT1-luciferase reporter, IFN-gamma, luminescence; actives 0.35% (n = 200,000);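 active means inhibition above a set limit, the mean inhibition across all tested compounds plus 3 SD, cut at about 34% in these data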;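 further: 0% = IFN-gamma with DMSO and 100% = IFN-gamma with 300 µM nifuroxazide; values of inactives mirror those of a sister screen read the other way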
SRC2 TRFRET art: counter-screen for PPARgamma SRC-2 recruitment agonists: TR-FRET artefact | stronger effect = higher value | TR-FRET ratio at 8 µM | actives 0.4% (n = 200,000) | AID 1049; in the data active means TR-FRET ratio above about 2000; further: inactives centre near 1500
PPARg SRC3 recr: promotes SRC-3 coactivator recruitment by human PPARgamma. P37231. biochemical PPARgamma/SRC-3 coactivator recruitment assay. activation, % at 8 µM. actives 0.26% (n = 200,000). AID 731; in the data active means activation above about 23%;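 further: 0% = DMSO and 100% = reference agonist; some compounds past the cut are filed as inactive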
S1P3 antagonist: antagonists of human S1P3 receptor. AID 485. CHO S1P3 NFAT-BLA reporter, FRET fluorescence, antagonist mode. inhibition, % at 4.98 µM. Q99500. actives 0.27% (n = 170,000);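 active means inhibition above the plate cutoff, the mean inhibition of test wells on that plate plus 3 SD, cut at about 28% in these data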;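 further: cells challenged with S1P at its EC80 of 0.8 µM; blue over green emission ratio from cleaved BLA substrate after 4 h stimulation; 0% = S1P-stimulated wells and 100% = unstimulated DMSO-only wells; some compounds past the cut are filed as inactive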
Target sequence (Q99500 whole entry, looked up): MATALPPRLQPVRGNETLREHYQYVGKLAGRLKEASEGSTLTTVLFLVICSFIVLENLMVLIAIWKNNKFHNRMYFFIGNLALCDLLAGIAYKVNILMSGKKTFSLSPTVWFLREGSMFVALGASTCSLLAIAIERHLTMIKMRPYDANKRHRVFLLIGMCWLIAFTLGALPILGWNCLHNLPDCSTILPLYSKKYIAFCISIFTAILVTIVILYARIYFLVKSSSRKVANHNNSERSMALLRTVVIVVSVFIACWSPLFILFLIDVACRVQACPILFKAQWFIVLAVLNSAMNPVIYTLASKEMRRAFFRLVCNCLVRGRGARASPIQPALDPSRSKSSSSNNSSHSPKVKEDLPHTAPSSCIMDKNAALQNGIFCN
STAT3 act: increases IL-6 driven STAT3 reporter signal; U3A cells, IL-6 STAT3-luciferase reporter, luminescence; 100% = signal with IL-6 EC80 alone; AID 871; actives 0.91% (n = 190,000); activation (% of control), % at 5.6 µM;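 active means activation above the screen-wide mean of compound activation plus 3 SD, cut at about 130% in these data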;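 further: 0% = background luminescence of wells with medium and substrate only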
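Detection: reporter luminescence signal / Assay system: STAT1-lacking human U3A cells, STAT3 luciferase reporter / Incubation: compound pre-incubation 1 h before IL-6, then 6 h stimulation at 37 °C / Control set: IL-6-only high control / Read-out: % activation relative to IL-6 control / Probe or stimulus: Interleukin-6, 33 ng/mL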
* = called active by the depositor; nt = not tested or not shown. Hits appear at their usual frequency. Share with any hit: about 5.6%.

SMILES	ROMK primary	STAT3 blocker	RAM inhibit	PPARg SRC-2 ag	TLR4 MyD88 comp	PPARg SRC1 recr	STAT1 inh	SRC2 TRFRET art	PPARg SRC3 recr	S1P3 antagonist	STAT3 act
CCOc1cc2c(cc1OCC)C(C(=O)O)C(c1cc(Br)c(O)c(OC)c1)N(C)C2=O (stereo not drawn)	-0.022	13	4.8	-3	4	3	-2	1485	10	-11	95
Cn1nc(N)c2c(-c3ccc(Cl)cc3)c(C#N)c(N)nc21	-1.2	8	2.5	-1	1	10	-6	1670	5	-6	93
N#Cc1cccc(NC(=O)COC(=O)CCc2nc3ccccc3c(=O)[nH]2)c1	0.59	10	0.0	-11	-12	5	-5	1597	1	-5	99
N#C/C(=C\c1cccnc1)c1nc2c(s1)CCCC2	-0.25	-4	2.1	-5	3	6	-71	1603	7	-8	105
O=C1N(Cc2ccc(F)cc2)CCN1c1ccc(F)cc1	0.31	13	0.9	13	-3	4	-26	1652	4	-11	93
COC(=O)CN1C(=S)N(c2ccc(Cl)cc2)C(=O)C1CC(=O)Nc1ccccc1 (stereo not drawn)	-1.3	-1	1.6	3	0	-2	-6	1647	1	8	101
Cc1cc(C)cc(NC(=O)Cn2c(-c3ccccc3Cl)nc3ccccc32)c1	nt	15	0.8	1	-14	6	-2	1706	5	12	91
CCOC(=O)C1=C(CN2CCOCC2)NC(=O)NC1c1cc(C)ccc1C (stereo not drawn)	0.81	-3	1.1	7	6	-4	6	1592	8	3	106
COc1cccc(/C=N/Nc2nc(Nc3ccc([N+](=O)[O-])cc3)nc(N3CCCC3)n2)c1O	-0.49	14	5.1	8	-8	7	22	1628	6	-19	91
Cc1nc2ccccc2n1CSc1ccccc1	0	11	1.4	11	5	2	-3	1642	-4	23	91
N=c1sccn1CC(=O)Nc1ccccc1Cc1ccccc1	nt	11	0.7	8	7	0	2	1586	7	8	94
CCOc1ccccc1NC(=O)CCNC(=O)c1ccc(Cl)cc1	0.37	11	1.5	2	17	-6	5	1502	0	-12	93
Cc1ccc(S(=O)(=O)N(Cc2cc3cc4c(cc3[nH]c2=O)OCCO4)CC2CCCO2)cc1 (stereo not drawn)	nt	2	1.2	-7	-10	0	-9	1465	-9	19	103
COC(c1ccccc1)c1nnc(CCC(=O)N(C)CCc2ccccc2)o1 (stereo not drawn)	1.6	3	1.5	8	-11	1	-4	1595	5	7	99
Cc1ccc(N)c(C(O)(C(F)(F)F)C(F)(F)F)c1	nt	3	0.7	5	7	1	0	1575	8	-9	106
Cc1nc2ccccc2c2c1C(=O)N(C)C2=O	nt	-2	0.2	2	-5	-2	0	1524	-5	11	106
CC(C)CC(c1nnnn1CCc1ccccc1)N1CCN(C(=O)c2ccco2)CC1 (stereo not drawn)	-0.35	4	4.2	1	6	5	-8	1666	-3	-5	101
COc1ccccc1N1CCN(C(=O)C2c3ccccc3Oc3ccccc32)CC1	0.95	2	-0.1	-2	-4	2	-10	1297	3	9	104
O=S1(=O)N=C2CCCCCN2C(c2ccc(F)cc2)N1 (stereo not drawn)	0.12	9	0.1	5	-10	0	1	1792	-1	-8	97
CCCn1nc(NC(=O)c2cccs2)c2cc3ccccc3nc21	nt	13	1.4	8	-2	-4	-3	1525	-8	nt	92
COc1cc(CNC2CCCC2)cc(Cl)c1OCc1ccccc1Cl	nt	8	-0.1	5	-2	-3	5	1772	1	nt	103
COC(=O)c1ccc(C(=O)OC)c(NC(=S)N2CCCC(CO)C2)c1 (stereo not drawn)	-0.24	-4	0.5	1	4	4	-8	1580	4	-5	106
CC(Cc1n[nH]c(=S)o1)c1ccccc1 (stereo not drawn)	0.99	-1	0.8	0	9	0	-10	1603	-1	-1	102
Cc1ccc(-c2ccc(/C=N/c3ncn[nH]3)o2)cc1Cl	3.4*	-12	0.3	6	5	4	-11	1638	1	nt	111
COc1cc(/C=C(\C#N)C(=O)Nc2cccc3ncccc23)cc(OC)c1OC	nt	4	3.3	10	-5	9	3	1527	24*	-3	101
CC(=O)c1ccc(N(C(=O)Cn2nnc(-c3ccccc3)n2)C(C(=O)NC2CCCCC2)c2ccccn2)cc1 (stereo not drawn)	-0.043	-2	5.3	-4	-7	-1	5	1421	-2	-6	100
COC(=O)c1ccc(NS(=O)(=O)N(C)C)cc1	nt	-2	-0.5	-6	-2	-5	-3	1342	-3	-4	103
CCC(C(=O)NC1CCCC1)N(C(=O)Cn1nnc(-c2ccc(C)o2)n1)c1cnc2ccccc2c1 (stereo not drawn)	nt	10	5.9	2	-7	15	7	1554	12	-19	95
Cc1ccc(NCc2nc3ccccc3n2C)cc1	nt	-26	0.0	9	4	-3	-58	1665	4	4	127
COc1ccccc1-c1nnc(N(C)C(=O)C2CCCO2)s1 (stereo not drawn)	0.36	12	0.8	0	-2	-1	-7	1470	-4	nt	89
CCOc1cc(C(=O)Nc2ccncc2)cc(OCC)c1OCC	-0.97	9	0.0	0	7	4	7	1655	1	1	94
COc1cc(/C=C/C(=O)N2CCCc3ccccc32)cc(OC)c1OC	nt	3	2.9	-6	9	1	-2	1615	7	8	99
CCCOC(=O)C1=C(C)NC2=C(C(=O)CCC2)C1c1cc(OC)ccc1OC (stereo not drawn)	-0.23	6	-0.6	4	-2	12	-1	1534	-5	23	97
CCC1(C)Cc2c(sc3nnn(CC(=O)Nc4ccccc4)c(=O)c23)CO1 (stereo not drawn)	nt	20	-0.1	1	7	6	3	1527	4	nt	88
CCOc1cc(NC(=S)NCC2CCCO2)c(OCC)cc1NC(=O)c1ccc(OC)cc1 (stereo not drawn)	-0.00053	0	5.9	6	2	6	1	1580	2	-9	101
Clc1ccc2nc(SCc3nnc(-c4ccccc4)o3)[nH]c2c1	-3.4*	9	2.5	-2	-5	-2	9	1438	6	-25	93
CCc1ccc(Nc2ncc3c(n2)CC(c2ccc(OC)cc2)CC3=O)cc1 (stereo not drawn)	nt	4	4.9	-1	-2	-2	-8	1468	1	nt	101
O=S1(=O)CCN(Cc2ccc(Cl)cc2)CC1	nt	9	0.3	2	-7	5	5	1401	0	nt	97
COc1ccc(C(=O)NC(=S)Nc2ccccc2F)cc1	0.23	2	4.2	6	-15	9	-66	1723	5	-10	96
O=C(c1ccccc1[N+](=O)[O-])N1CCN(Cc2ccc3c(c2)OCO3)CC1	-0.14	-16	0.8	7	0	13	7	1608	4	-14	119
Cc1ccc(-c2cc3ccccc3nc2N2CCOCC2)cc1	-0.053	0	-1.0	0	-5	6	-2	1597	0	-2	102
O=C(COc1ccc(Cl)cc1Cl)Nc1ccc2nc3n(c(=O)c2c1)CCCC3	nt	17	3.0	7	3	10	1	1676	1	8	87
COc1ccc(C(C)=O)cc1CS(=O)(=O)CC(=O)O	0.19	14	1.9	6	-11	6	-1	1671	5	15	92
O=C(c1ccc([N+](=O)[O-])cc1)N1C=CC(C(F)(F)F)=NCC1	0.057	22	3.0	0	0	2	-2	1456	-1	-13	84
CC(C)(C)OC(=O)N1CCN(C(=O)[C@H](Cc2ccc(O)cc2)n2cc(CCO)nn2)CC1	nt	nt	0.8	3	-5	5	7	1667	-3	-11	nt
CC12CN3CC(C)(CN(C1)C3c1cc3ccccc3[nH]1)C2=O (stereo not drawn)	nt	5	-0.4	8	-10	4	4	1577	-4	-22	101
O=C(COC(=O)C1CCC1)NCc1ccccc1Cl	nt	2	2.1	2	1	-4	3	1617	6	18	103
CCCNC(=O)CN(C)CC(=O)Nc1ccccc1C#N	-0.11	-23	0.1	7	1	0	3	1675	1	-2	119
Cc1cccc(C(=O)NCC(=O)OCC(=O)N2CC3(C)CC2CC(C)(C)C3)c1 (stereo not drawn)	nt	4	2.0	3	-17	0	2	1626	-3	10	96
COc1ccc(CN2CC(C(=O)NCCN3CCN(c4ccccc4F)CC3)CC2=O)cc1 (stereo not drawn)	-0.3	3	-0.1	-3	0	-1	4	1467	3	nt	97
COc1ccc(OC)c(C2CC(c3c(-c4ccccc4)c4cc(Cl)ccc4[nH]c3=O)=NN2S(C)(=O)=O)c1 (stereo not drawn)	nt	14	5.8	6	-9	-5	1	1562	1	nt	92
CSc1nc2ccsc2c(=O)n1-c1ccccc1	0.59	0	4.2	1	0	-4	6	1572	1	-8	102
OCCNCCOc1ccc(Cl)c(Cl)c1	-0.3	4	0.5	-1	-10	13	3	1472	7	-5	95
C=CCc1cc2c(oc(=O)c3ccccc32)c(C)c1O	nt	2	2.0	26*	10	28*	-2	2206*	19	-2	102
CCN(CC)c1ccc(/C=N/NC(=O)c2c(Cl)cnn2C)c(O)c1	nt	15	1.0	7	1	4	-1	1732	-1	28	87
Cc1ccsc1/C=N/NC(=O)c1c[nH]c2ccccc12	-0.26	-22	0.7	6	-8	1	-28	1623	1	nt	127
CCCNC(=O)CN(C)S(=O)(=O)c1c(C)cc(C)cc1C	0.53	-3	0.4	0	10	-2	3	1572	1	nt	103
O=C(Cc1ccccc1)N1CCC(O)(c2cccnc2)CC1	0.25	-1	0.3	1	-2	-3	-3	1557	-7	nt	101
O=c1c2cc(N3CCOCC3)ccc2[nH]c(=S)n1Cc1ccc(Cl)cc1	-0.5	-3	2.7	0	2	-2	-26	1524	-6	nt	102
COc1cc(C)c(NC(=S)Nc2cccc(Cl)c2)cc1OC	-0.22	0	0.1	-1	-5	-4	4	1489	-6	-22	102

3 entries already listed, arranged by the number in STAT1 inh, high to low.
compound | STAT1 inh
Cc1cccc(C(=O)NCC(=O)OCC(=O)N2CC3(C)CC2CC(C)(C)C3)c1 (stereo not drawn) | 2
COc1ccc(OC)c(C2CC(c3c(-c4ccccc4)c4cc(Cl)ccc4[nH]c3=O)=NN2S(C)(=O)=O)c1 (stereo not drawn) | 1
O=C(c1ccc([N+](=O)[O-])cc1)N1C=CC(C(F)(F)F)=NCC1 | -2

Remaining list, next part.
SMILES	ROMK primary	STAT3 blocker	RAM inhibit	PPARg SRC-2 ag	TLR4 MyD88 comp	PPARg SRC1 recr	STAT1 inh	SRC2 TRFRET art	PPARg SRC3 recr	S1P3 antagonist	STAT3 act
CC(=O)N1CCN(Cc2nc3cc(NC(=O)Cn4nc(C)c5ccccc5c4=O)ccc3n2C)CC1	0.44	-1	-0.5	3	-4	-1	4	1541	4	nt	101
Brc1cccc(-c2nnc3n2CCC3)c1	-0.54	-5	-0.9	2	-20	2	-1	1547	-2	nt	106
CC(=O)c1ccc(NC(=O)c2cnn3ccccc23)cc1	nt	83*	2.0	-2	2	-8	85*	1461	2	nt	36
COc1cc(S(=O)(=O)N(Cc2ccccc2)CC2CCCO2)ccc1-n1cnnn1 (stereo not drawn)	0.61	4	1.1	6	-11	3	1	1629	10	-2	103
CCCOc1ccc(C(=O)c2nc3c(n2O)CCCC3)cc1	-0.71	2	-0.3	5	-3	3	2	1311	-6	-26	99
CC(=O)c1cccc(NC(=S)NC2CC2)c1	nt	11	1.5	4	15	7	-6	1725	0	-4	93
